# EphB4 ephrin blk: EphB4-ephrin-B2 interaction antagonism; inhibition, % at 7 µM; EphB4 LBD / TNYL-RAW-Alexa532 peptide, fluorescence polarization; AID 720; P54760; 0.15% of 97,000 active;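 active = inhibition above the screen-wide mean inhibition plus 3 SD, cut at about 15% in these data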;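 note: 0% = DMSO wells and 100% = excess unlabeled TNYL-RAW peptide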
# FAK inh: FAK (human) kinase inhibition; Q05397; biochemical FAK kinase activity assay; inhibition, %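 (tested at 7 µM)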; 0.84% of 97,000 active; AID 727; in the data active = inhibition above about 19%;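 note: 0% = DMSO and 100% = reference compound high control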
# S1P2 antag: S1P2 (human) receptor antagonism | 0.21% of 97,000 active | AID 736 | cell-based S1P2 antagonist assay, inhibition at 5 uM | O95136 | inhibition, % at 5 µM; in the data active = inhibition above about 45%;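 note: CRE beta-lactamase reporter cells expressing human S1P2 stimulated with S1P; 0% = agonist at EC80 alone and 100% = agonist plus reference antagonist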
# Target sequence (O95136 whole entry, looked up): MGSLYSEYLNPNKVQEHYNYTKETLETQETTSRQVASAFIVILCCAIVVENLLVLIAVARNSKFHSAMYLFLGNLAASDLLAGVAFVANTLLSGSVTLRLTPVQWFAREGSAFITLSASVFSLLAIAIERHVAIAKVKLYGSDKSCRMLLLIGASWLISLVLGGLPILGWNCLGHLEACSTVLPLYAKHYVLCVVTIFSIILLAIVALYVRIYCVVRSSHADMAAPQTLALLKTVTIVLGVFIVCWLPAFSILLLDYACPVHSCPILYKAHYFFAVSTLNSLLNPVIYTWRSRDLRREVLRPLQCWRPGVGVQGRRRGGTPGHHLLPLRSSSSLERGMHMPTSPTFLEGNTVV
# MT1-MMP txn act: activates MT1-MMP transcription | 0.16% of 86,000 active | AID 750 | HT1080 MT1-MMP promoter luciferase reporter, luminescence, overnight; active compounds read high | activation factor at 10 µM;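 active = activation factor of at least 2 for MT1-MMP transcription at 10 µM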
# Plk1 PBD FP: inhibitors of human Plk1 polo box domain binding. AID 693. Plk1 PBD phosphopeptide binding, fluorescence polarization. P53350. 0.13% of 97,000 active. inhibition, %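 (tested at about 20 µM)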; in the data active = inhibition above about 34%, passing the limit was not always enough
# PLK1 inh: blocks human PLK1 kinase activity; P53350; recombinant PLK1 kinase, TR-FRET peptide phosphorylation; inhibition, % at 10 µM; 0.53% of 97,000 active; AID 619;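 active = inhibition of 50% or more in the single-concentration screen; inactive = inhibition below 50%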;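 note: 0% = DMSO max control and 100% = H-89 dihydrochloride min control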
# S1P2 agonist: S1P2 (human) receptor agonism; S1P2-expressing cell line, agonist reporter read-out; AID 729; activation, % at 4.5 µM; 0.46% of 97,000 active; in the data active = activation above about 16%;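 note: 0% = vehicle low control and 100% = maximal reference agonist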
# PLAP activator: activates human placental alkaline phosphatase. P05187. activation fold at 20 µM. 1.2% of 96,000 active. purified PLAP enzyme, luminescent substrate read-out; active compounds read high; in the data active = activation fold above about 2
# Target sequence (P05187 whole entry, looked up): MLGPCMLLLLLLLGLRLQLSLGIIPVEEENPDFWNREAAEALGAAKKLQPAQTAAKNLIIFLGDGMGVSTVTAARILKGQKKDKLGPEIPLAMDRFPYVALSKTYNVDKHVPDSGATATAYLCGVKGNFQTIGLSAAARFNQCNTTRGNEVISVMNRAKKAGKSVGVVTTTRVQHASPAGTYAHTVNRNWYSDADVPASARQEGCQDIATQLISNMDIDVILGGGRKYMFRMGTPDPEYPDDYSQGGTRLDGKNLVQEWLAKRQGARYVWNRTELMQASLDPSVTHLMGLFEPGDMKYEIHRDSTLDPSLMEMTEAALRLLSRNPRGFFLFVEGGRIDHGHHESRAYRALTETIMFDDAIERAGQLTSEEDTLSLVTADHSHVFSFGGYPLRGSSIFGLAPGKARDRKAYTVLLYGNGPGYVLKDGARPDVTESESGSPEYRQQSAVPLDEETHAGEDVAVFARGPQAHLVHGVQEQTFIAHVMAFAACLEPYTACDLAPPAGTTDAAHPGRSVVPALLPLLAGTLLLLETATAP
# Rev-RRE block: inhibitors of HIV-1 Rev-RRE RNA interaction | Rev peptide-RRE RNA binding, FRET | inhibition, % at 8 µM | AID 704 | 0.79% of 97,000 active;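 active = inhibition above the screen-wide mean plus 3 SD, cut at about 35% in these data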;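 note: 0% = median DMSO wells and 100% = median Neomycin B control wells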
# Target sequence (P05866 whole entry, looked up): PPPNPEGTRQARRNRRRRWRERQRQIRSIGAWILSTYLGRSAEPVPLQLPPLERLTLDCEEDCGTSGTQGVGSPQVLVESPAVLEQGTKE
#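 Test system: labelled RRE RNA duplex and labelled Rev peptide. Times: 5 min compound–RNA preincubation, then 15 min with peptide, 25 °C. Doses: single-dose 8 µM. Measured by: FRET, excitation 480 nm, emission 540 nm donor and 671 nm acceptor. Measure: % inhibition of FRET ratio versus controls.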
# Active calls of the source: *; nt = not tested or not shown. Compounds as they come; about 3.9% have a hit in one of these screens.
# Order of values: EphB4 ephrin blk	FAK inh	S1P2 antag	MT1-MMP txn act	Plk1 PBD FP	PLK1 inh	S1P2 agonist	PLAP activator	Rev-RRE block
CCOC(=O)c1ccc(N2C(=O)c3n[nH]c(C)c3C2c2ccc(OC)c(OC)c2)cc1 (stereo unspecified)
 : 4	13	-5	1	6	-2	-8	nt	14
CC(C)(C)c1ccc(OCC(O)CSc2ncn[nH]2)cc1 (stereo unspecified)
 : 0	-1	7	nt	-7	-8	-3	1.9	0
CC(C)(CN=C1NS(=O)(=O)c2ccccc21)CNC(=O)CN1C(=O)c2ccccc2C1=O
 : 4	4	15	1	6	-10	-2	1	9
COc1ccc(S(=O)(=O)N(c2onc(C)c2Cl)S(=O)(=O)c2ccc(OC)cc2)cc1
 : 5	-19	4	nt	-7	-6	0	1	5
CCOc1cc(S(=O)(=O)N2CCOCC2)ccc1F
 : 8	2	10	1.1	-5	-7	-4	0.9	5
CCCCNc1oc(-c2ccc(OC)cc2)nc1S(=O)(=O)c1ccccc1
 : -3	3	-4	1	-3	3	-9	1	5
COc1cc(C2C3=C(CC(c4ccco4)CC3=O)Nc3ccccc3N2C(C)=O)cc(OC)c1OC (stereo unspecified)
 : -4	-3	15	1.1	12	-3	-2	1.5	0
CC(C)NC(=O)NS(=O)(=O)c1cnccc1N1CCCCC1
 : -8	2	-7	1.2	5	0	-1	nt	-2
COc1ccc(CCNC(=O)c2ccc3c(=O)n(Cc4ccco4)c(=S)[nH]c3c2)cc1OC
 : -5	4	12	1.1	-4	7	-1	1.2	4
O=C(COc1ccccc1Cl)NC(=S)Nc1cccc(NC(=O)c2ccccc2Cl)c1
 : -4	3	20	nt	17	-9	-7	0.9	8
CCN1CCN(c2cc(C)c3cc(NC(=O)Cc4ccccc4OC)ccc3n2)CC1
 : -2	-1	14	nt	-10	3	-3	1.5	15
CN1CCN(CCCNC(=O)c2ccc(CSCc3cccc(Cl)c3)o2)CC1
 : -5	12	2	1.2	-4	39	-7	1.4	9
CC12CCC(C(=O)O)(c3nc(C#N)c(C#N)nc31)C2(C)C (stereo unspecified)
 : -4	4	-2	1	1	-1	-8	0.9	4
O=C(Cc1cccs1)Nc1cccnc1
 : 1	1	-3	1	12	-4	-3	1	5
CCn1c(=O)c(C(=O)NCc2ccc(OC)cc2)c(O)c2ccccc21
 : -2	-3	-19	0.9	-4	-9	-8	0.9	13
CCOC(=O)c1cnc(-n2nc(C)cc2C)nc1Nc1ccccc1OC
 : -1	-3	1	nt	18	-4	-2	0.8	11
COc1ccc2c(c1OC)C(=O)OC2Nc1ccccn1 (stereo unspecified)
 : 3	1	7	1	-5	-3	-4	1.1	11
Cc1nnc(Sc2c(N)n(C)c(=O)[nH]c2=O)s1
 : -8	2	4	nt	-24	-8	-5	1	4
Cc1ccc(C(=O)NCc2ccc3c(c2)OCO3)cc1N1CCCC1=O
 : 5	5	22	1.1	-4	-17	-2	1.2	11
Cc1ccc(C(C)n2cc(C(=O)NCc3ccncc3)nn2)cc1 (stereo unspecified)
 : -5	0	-23	1.1	-7	-8	0	0.9	1

# Entries of single compounds from above. Order of values: EphB4 ephrin blk	FAK inh	S1P2 antag	MT1-MMP txn act	Plk1 PBD FP	PLK1 inh	S1P2 agonist	PLAP activator	Rev-RRE block
# Shown for `Cc1ccc(C(=O)NCc2ccc3c(c2)OCO3)cc1N1CCCC1=O` = 5	5	22	1.1	-4	-17	-2	1.2	11
# Shown for `Cc1nnc(Sc2c(N)n(C)c(=O)[nH]c2=O)s1` = -8	2	4	nt	-24	-8	-5	1	4

# (more compounds)
# Order of values: EphB4 ephrin blk	FAK inh	S1P2 antag	MT1-MMP txn act	Plk1 PBD FP	PLK1 inh	S1P2 agonist	PLAP activator	Rev-RRE block
COc1ccc(-c2nc(CSCC(=O)N3CCN(C(=O)c4ccco4)CC3)c(C)o2)cc1OC
 : 1	8	2	1	-13	-15	-3	1.6	9
Cc1ccc(NC2=NC(c3ccc(O)cc3)n3c(nc(C)cc3=O)N2)cc1 (stereo unspecified)
 : -9	-3	16	1	-9	-13	-7	1.4	3
CCc1cc(=O)oc2cc(OC(C)=O)cc(OC(C)=O)c12
 : -4	4	-6	1.2	-7	2	-2	1.1	-1
Cc1ccc(CSC2=Nc3sccc3C3=NC(=O)CN23)cc1
 : 3	2	22	nt	-47	-16	-4	1.5	25
CN(C)c1cccc(C(=O)OCC(=O)NCC2CCCO2)c1 (stereo unspecified)
 : -3	1	-11	1.2	-21	-2	2	1.6	-1
COc1cccc(C(=O)N(Cc2nc(-c3cccc(C)c3)no2)C(C)C)c1OC
 : -7	0	-3	1	-9	-13	-7	1.6	6
COc1ccc(S(=O)(=O)NCCSCc2cccc(C)c2)cc1Br
 : -10	-5	5	nt	-7	-10	-6	0.8	6
COc1nc(-c2ccc(Cl)cc2)ccc1-c1noc(-c2ccncc2)n1
 : -2	1	-3	1	-14	-10	-2	nt	11
CSc1nnc(-c2sc3cc(C(F)(F)F)cnc3c2-c2ccccc2)n1C
 : -2	1	14	0.8	9	-11	-2	2*	4
O=CN(Cc1ccco1)C1(C(=O)NC2CCCCC2)CCCCC1
 : 1	-4	17	1.3	-3	-7	-1	1	1
Cc1nn(CC2CCCCC2)c(N)c1-c1ccccc1
 : 7	10	8	1.5	-35	-4	0	0.9	-1
C=CCOc1c2ccc(C(=O)N(CC)c3ccc(OC)cc3)cc2nn1C
 : 1	-4	0	nt	-6	-5	-2	1.1	1
Cc1nc(=O)c(-c2ccccc2)c(C)n1CCCO
 : -9	-1	-14	1.1	-25	-7	-1	1	3
CCn1c(CNc2ccccc2Cl)nnc1SCCN1CCCCC1
 : -9	-3	6	1.4	-9	-9	0	1.5	2
O=C(CSc1nnc(-c2ccc(Br)cc2)o1)Nc1cccc2ccccc12
 : 4	0	1	1.2	-12	-10	-5	1	11
COC(=O)C1=C(C)N(CCc2ccc(OC)c(OC)c2)C(=O)C1
 : 9	-2	-4	1.1	8	-7	-4	1.4	1
Cc1ccc(N(CC(=O)NC2CCCC2)C(=O)CCCC(=O)Nc2ccccn2)cc1C
 : 4	5	4	1.1	-5	58*	-6	1.7	-3
Cc1ccccc1CSCCNC(=O)CCSc1ccccc1
 : 2	1	26	nt	-5	-12	-2	0.9	15
COc1ccc(NC(=O)CSc2nnc(Cc3cccn3C)n2-c2ccc(F)cc2)cc1
 : -4	-1	21	1.1	11	-9	-5	1.4	-7
O=C(O)c1c(-c2ccccc2)c2oc3ccccc3c2[nH]c1=O
 : -3	-4	21	0.9	-3	-6	-5	1	7

# Grouped by structure, the entries above containing bromine.
# Order of values: EphB4 ephrin blk	FAK inh	S1P2 antag	MT1-MMP txn act	Plk1 PBD FP	PLK1 inh	S1P2 agonist	PLAP activator	Rev-RRE block
COc1ccc(S(=O)(=O)NCCSCc2cccc(C)c2)cc1Br
 : -10	-5	5	nt	-7	-10	-6	0.8	6
O=C(CSc1nnc(-c2ccc(Br)cc2)o1)Nc1cccc2ccccc12
 : 4	0	1	1.2	-12	-10	-5	1	11

# Pulled one by one from the entries so far (two):
# Order of values: EphB4 ephrin blk	FAK inh	S1P2 antag	MT1-MMP txn act	Plk1 PBD FP	PLK1 inh	S1P2 agonist	PLAP activator	Rev-RRE block
COc1ccc(S(=O)(=O)NCCSCc2cccc(C)c2)cc1Br
 : -10	-5	5	nt	-7	-10	-6	0.8	6
COc1ccc(NC(=O)CSc2nnc(Cc3cccn3C)n2-c2ccc(F)cc2)cc1
 : -4	-1	21	1.1	11	-9	-5	1.4	-7

# (more compounds)
canonical_smiles | EphB4 ephrin blk | FAK inh | S1P2 antag | MT1-MMP txn act | Plk1 PBD FP | PLK1 inh | S1P2 agonist | PLAP activator | Rev-RRE block
CC(=O)Nc1ccc(Oc2cc(C#N)c(C#N)cc2N2CCOCC2)cc1 | -3 | -1 | -9 | nt | -19 | 2 | -4 | 0.9 | 6
Cn1nc(C(F)(F)F)c(C#N)c1N1CCN(c2ccccc2)CC1 | 10 | 0 | -1 | nt | 9 | -16 | -2 | 0.8 | 1
O=C(COc1ccc(S(=O)(=O)N2CCOCC2)cc1)Nc1ccc2c(c1)OCCO2 | 4 | -1 | -2 | 1 | 27 | -2 | -6 | 1 | 4
CC(C)Cc1nc2oc3c(NCCCN4CCOCC4)ncnc3c2c2c1CCC2 | 1 | 2 | -16 | 1.2 | -6 | -9 | -10 | 1.5 | 6
O=C(COc1ccc(Br)cc1)N1CCCCCC1 | -5 | -2 | 16 | 1.5 | 9 | -2 | -6 | 1.1 | -1
O=C(c1cnsn1)N1CCN(c2ccccn2)CC1 | 1 | -1 | -24 | 1 | -8 | -7 | 0 | 0.8 | 8
O=C(NC1CCN(C(=S)NCc2ccco2)CC1)C12CC3CC(CC(C3)C1)C2 | -1 | 1 | -15 | nt | -8 | -3 | -9 | 1 | -3
COc1ccc(NC(=O)CSc2nc(N)c(-c3ccccc3)c(=O)[nH]2)cc1 | -5 | 1 | -2 | nt | 16 | -6 | 0 | 1.1 | 2
Cc1nc2sccn2c(=O)c1Cl | -2 | -7 | -2 | nt | 1 | -5 | -2 | 1 | 2
Cc1ccccc1N/C(SCc1ccc(Cl)cc1)=C(/C#N)C(=O)NCc1ccco1 | 8 | 7 | 14 | 1.2 | 6 | -2 | -6 | 1.1 | 11
Cc1ccc(NC(=O)CC2S/C(=N/c3nccs3)N(C)C2=O)cc1C (stereo unspecified) | 14 | -1 | -5 | nt | -3 | 4 | -1 | 0.9 | 7
COc1ccc(C2C(C#N)=C(N)OC3=C2C(=O)CCC3)c(OC)c1OC (stereo unspecified) | -1 | 0 | 16 | 1.1 | 10 | -10 | -3 | 0.9 | 4
CCc1nnc(NC(=O)CSc2nnc(-c3ccc(OC)cc3)n2C)s1 | 0 | 4 | 2 | 1.1 | 6 | -10 | -7 | 1.3 | 4
CC(C)(C)c1ccc(C(=O)c2c[nH]c(C(=O)NCCCn3ccnc3)c2)cc1 | 3 | -4 | 13 | nt | 9 | -3 | -6 | 1.4 | 5
CSC1=C(C#N)C(c2ccc(C)cc2)C2=C(CCCC2=O)N1 (stereo unspecified) | 6 | -1 | 12 | 1 | 14 | -7 | -5 | 0.9 | 8
O=C(Oc1ccccc1C(=S)N1CCCCC1)c1cc([N+](=O)[O-])cc([N+](=O)[O-])c1 | 9 | -1 | -5 | 1.2 | 3 | -10 | 1 | nt | 8
CCOc1ccc(OCCSc2nc(C)cc(=O)[nH]2)cc1 | -3 | -8 | -1 | 1.4 | 0 | -12 | -8 | 1 | 4
CC1=NOC(=O)/C1=C\c1ccc(-c2cc(Cl)ccc2Cl)o1 | 4 | -1 | -12 | 0.5 | -14 | 2 | -4 | 1.1 | 5
CC(C)CNC(=S)NC1CC2CCC(C1)N2Cc1ccccc1 (stereo unspecified) | -4 | -7 | -4 | nt | 10 | -1 | -1 | 0.9 | -12
CCCn1c(SCC(=O)NCCc2ccccc2)nnc1-c1ccco1 | -9 | 0 | -8 | 1.1 | -25 | -6 | -5 | nt | 0
O=C(Cn1nnc(-c2ccccc2-n2cnnn2)n1)c1ccccc1 | -16 | 0 | -7 | 1.1 | 17 | -9 | -4 | 1 | -2
O=C(Nc1nc(-c2ccccn2)cs1)c1ncc(Cl)c(Cl)c1Cl | 2 | -7 | 5 | 1.1 | -36 | -4 | 6 | 1 | 7
C/C(CC(=O)Nc1cccc2c1CCCC2)=N\NC(=O)c1ccccc1N | 5 | 4 | 3 | nt | -19 | -7 | 2 | 1.5 | 7
COC(=O)c1cc(OC)c(OC)cc1NC(=O)CN1C(=O)c2ccccc2C1=O | 3 | 0 | -17 | 1.1 | -10 | -10 | 2 | 0.9 | 0

# Screens: PubChem, several laboratories
